LYP phosphatase – inhibitors of LYP phosphatase, biochemical, fluorescence intensity, uHTS (AID 1779); one-dose inhibition, % at 11.5 µM; IC50 in µM for titrated hits; recombinant LYP phosphatase, fluorescence intensity; higher % means a stronger effect; actives 0.054% (n = 290,000); in the data active = inhibition above about 50%;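 also: plate controls were vehicle with enzyme for no effect and no enzyme for full effect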
Dengue-2 NS5 capping – flavivirus cap methylation enzyme inhibition – biochemical, confirmation dose response, primary screen (AID 588689) | Dengue-2 NS5 methyltransferase capping enzyme assay, biochemical; higher % means a stronger effect | one-dose inhibition, % at 25 µM; IC50 in µM for titrated hits | actives 0.3% (n = 340,000); in the data active = a potency from the dose series
MgcRacGAP inhibition – MgcRacGAP GTPase-activating activity inhibitors, confirmation, biochemical, ADP Hunter fluorescence; MgcRacGAP-stimulated Rac1 GTP hydrolysis, ADP Hunter fluorescence; higher % means a stronger effect; GST-tagged Rac1 F28L mutant substrate; inhibition, % at 30 µM; hits with a dose series show IC50 in µM; actives 0.6% (n = 340,000);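 active = first-screen hits whose inhibition reached a set limit at any dose in the follow-up dose series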;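 also: fluorescence reports GDP produced by GAP-driven GTP hydrolysis; strong numbers were not always called active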
RSV CPE inhibition – RSV antiviral activity via CPE protection, HEp-2 cells, primary 10 µM value included (AID 2391); one-dose CPE inhibition, % at 10 µM; IC50 in µM for titrated hits; HEp-2 cells, RSV-induced CPE inhibition; higher % means a stronger effect; actives 0.13% (n = 310,000); in the data active = a potency from the dose series; also: strong numbers were not always called active
GPR35 antagonists – GPR35 antagonists blocking zaprinast-driven arrestin recruitment, primary screen, imaging, U2OS, beta-arrestin-GFP, zaprinast agonist (AID 2058); U2OS GPR35 beta-arrestin-GFP translocation imaging, zaprinast antagonism; higher % means a stronger effect; inhibition, % at 10 µM; hits with a dose series show IC50 in µM; actives 0.052% (n = 290,000);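 active = inhibition of at least 50% with at least 30 cells and total cytoplasm GFP at most 10,000,000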
CSM14.1 death rescue – protection against thapsigargin-triggered cell killing – 384-well, CSM14.1, ATP luminescence, primary screen (AID 1222). CSM14.1 thapsigargin-induced death rescue, ATP luminescence; higher % means a stronger effect. cellular ATP content (survival), % at 20 µM; hits with a dose series show EC50 in µM. 190,000 tested, under 10 active;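 active = EC50 below 50 µM in the dose-response confirmation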;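 also: death triggered by thapsigargin at about 15 µM added after 2 h compound pretreatment; cell ATP read after overnight thapsigargin exposure of roughly 18 to 22 hours; normalized against plate controls of thapsigargin alone and 5% DMSO vehicle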
SV40 large T antigen – SV40 large T antigen inhibitors, biochemical (AID 1903) | one-dose inhibition, % at 20 µM; IC50 in µM for titrated hits | actives 0.39% (n = 310,000) | SV40 large T antigen ATPase/helicase inhibition assay; higher % means a stronger effect; in the data active = a potency from the dose series; also: strong numbers were not always called active
PhoP inhibition – inhibitors of PhoP regulon expression, primary screen, Salmonella Typhimurium, GFP reporter (AID 1863); S. Typhimurium PhoP-regulated promoter GFP reporter, 4 h; higher % means a stronger effect; inhibition, % at 50 µM, or IC50 in µM where a hit was titrated; actives 0.16% (n = 300,000);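 active = inhibition over 29.93%, a cutoff 3 SD above the screen mean, later confirmed by dose response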;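 also: 0% = low Mg2+ inducing control and 100% = high Mg2+ repressing control; strong numbers were not always called active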
West Nile virus CPE – inhibition of WNV-induced cytopathic effect – cell-based, CPE readout (AID 1621); West Nile virus-infected cells, CPE inhibition; higher % means a stronger effect; CPE inhibition, % at 10 µM; hits with a dose series show IC50 in µM; actives 0.02% (n = 290,000); in the data active = a potency from the dose series; also: strong numbers were not always called active
Dengue-2 NS5 capping pilot replicate – also measured in Dengue-2 NS5 capping; calls as there; inhibition, %; measured here: pilot screen replicate inhibition
* = called active by the depositor; . = no result given.

SMILES	LYP phosphatase	Dengue-2 NS5 capping	MgcRacGAP inhibition	RSV CPE inhibition	GPR35 antagonists	CSM14.1 death rescue	SV40 large T antigen	PhoP inhibition	West Nile virus CPE	others
O=C(NCC(c1ccco1)N1CCOCC1)c1ccc(F)c(F)c1 (stereo not drawn)	.	1%	-2%	0.1%	.	.	27%	-1%	.
O=C1NC[C@H](c2ccccc2)N(CC2CCCCC2)C1=O	-8%	-2%	8%	1.6%	-11%	.	1%	-9%	-0.1%
C/C(Cl)=C\C[N+](C)(C)CC(=O)OCCc1ccccc1	-2%	.	.	1.9%	-8%	.	8%	-5%	0.3%
COC(=O)c1ccc(-n2cnc(Cl)n2)c(F)c1	-5%	2%	10%	.	-9%	1.0%	4%	7%	0.2%
CCOC(=O)C1=C(COC(=O)/C=C/c2ccc(OC)c(OC)c2)NC(=O)NC1C (stereo not drawn)	.	-1%	-1%	-0.6%	.	.	5%	3%	.
CCN1C(=O)/C(=C2\SC(=S)N(c3c(C)n(C)n(-c4ccccc4)c3=O)C2=O)c2ccccc21	1%	1%	3%	2.1%	-5%	1.3%	2%	0%	.
CCCN1CCN(C(=O)Nc2cccc(C(F)(F)F)c2)CC1	-2%	-4%	3%	0.4%	13%	-1.2%	4%	10%	0.1%
COc1ccc(CNC(=O)c2cccc(-c3ccc(C)c4ccccc34)n2)cc1	6%	2%	0%	8.9%	-3%	-3.5%	6%	2%	0.5%
CC(c1ccccc1)C1NC(C(=O)O)CS1 (stereo not drawn)	-6%	1%	9%	2.2%	-5%	-2.8%	4%	-9%	0.0%
COCC(C)N=CC1=C(O)CC(C)(C)CC1=O (stereo not drawn)	-11%	-3%	12%	-0.3%	-4%	1.1%	3%	-5%	0.0%
CCn1c(COc2cccc(C)c2C)nnc1SCC(=O)Nc1cc(C)on1	-7%	.	.	3.4%	3%	-0.4%	9%	1%	-0.1%
CNC(=O)c1sccc1SCc1ccc(Cl)cc1Cl	-2%	15%	-7%	8.2%	-10%	3.6%	8%	4%	-0.6%
O=C(Nc1ccccc1)N1CC=C(c2ccc(F)cc2)CC1	0%	-6%	9%	21%	-3%	.	8%	3%	0.1%
COc1ccccc1NC(=O)CSc1nnc(-c2ccncc2)o1	-2%	-1%	-16%	3.8%	1%	-1.9%	20%	-10%	-0.6%
N/C(=N\OC(=O)CCC1CCCCC1)c1ccccn1	-6%	1%	6%	5.3%	-2%	0.2%	8%	-3%	-0.6%	Dengue-2 NS5 capping pilot replicate=1.5
O=C(O)C1Cc2[nH]cnc2C(c2ccc(F)cc2)N1 (stereo not drawn)	-3%	-5%	9%	1.3%	-4%	.	4%	-6%	0.5%
O=C(c1cc(-c2cccs2)on1)N1CCN(c2ccc(F)cc2)CC1	0%	-5%	6%	0.3%	-3%	-0.7%	3%	1%	-0.7%
Cc1nc2sc3c(NCc4ccco4)ncnc3c2c2c1COC(C)(C)C2	-2%	10%	13%	1.7%	11%	-1.2%	20%	4%	0.1%
O=C(CN(c1ccc(F)cc1)S(=O)(=O)c1ccc2c(c1)OCCO2)NCc1ccccc1	-4%	-2%	1%	0.7%	-2%	-3.1%	5%	-5%	-0.9%
CC(=O)c1ccccc1OC(=O)c1c(F)cccc1F	-1%	10%	-3%	1.0%	-12%	.	10%	-2%	0.1%

Already shown: an excerpt of the list.
SMILES	LYP phosphatase	Dengue-2 NS5 capping	MgcRacGAP inhibition	RSV CPE inhibition	GPR35 antagonists	CSM14.1 death rescue	SV40 large T antigen	PhoP inhibition	West Nile virus CPE	others
O=C(c1cc(-c2cccs2)on1)N1CCN(c2ccc(F)cc2)CC1	0%	-5%	6%	0.3%	-3%	-0.7%	3%	1%	-0.7%
Cc1nc2sc3c(NCc4ccco4)ncnc3c2c2c1COC(C)(C)C2	-2%	10%	13%	1.7%	11%	-1.2%	20%	4%	0.1%
O=C(CN(c1ccc(F)cc1)S(=O)(=O)c1ccc2c(c1)OCCO2)NCc1ccccc1	-4%	-2%	1%	0.7%	-2%	-3.1%	5%	-5%	-0.9%

The listing continues.
SMILES	LYP phosphatase	Dengue-2 NS5 capping	MgcRacGAP inhibition	RSV CPE inhibition	GPR35 antagonists	CSM14.1 death rescue	SV40 large T antigen	PhoP inhibition	West Nile virus CPE	others
CCOc1ccc(NC(=O)CN(c2cc(C)cc(C)c2)S(=O)(=O)c2c(C)noc2C)cc1	-8%	0%	6%	2.6%	-6%	1.2%	1%	-7%	0.1%
CNC(=O)CN1C(=O)CSc2nc(C)cc(C)c21	0%	-4%	7%	-0.7%	17%	.	-2%	0%	-0.9%
CCn1c(C)[n+](Cc2ccccc2)c2ccc(C(=O)OC)cc21	-12%	8%	-5%	-0.7%	2%	0.7%	-6%	4%	0.3%
CCOC(=O)c1cc2c(C)n(-c3ccc(C)cc3)c(C)c2ccc1=O	0%	4%	11%	0.5%	9%	-4.2%	17%	-7%	-0.8%	Dengue-2 NS5 capping pilot replicate=-1.2
COc1ccc(OC)c(C(C)NC(=O)C23CC4CC(CC(C4)C2)C3)c1 (stereo not drawn)	-5%	-7%	8%	1.1%	12%	.	29%	-2%	0.1%	Dengue-2 NS5 capping pilot replicate=-0.3
O=C(NN1C(=O)/C(=C/C=C/c2ccccc2)SC1=S)c1ccncc1	-1%	-29%	13%	1.8%	0%	2.2%	4%	-2%	-0.1%
COc1cc2cc(C(=O)N/N=C/c3cccc(OC)c3OC)[nH]c2cc1OC	0%	-4%	8%	1.6%	-1%	.	-4%	7%	0.0%
CC(C)(C)N1NC2(CCCCC2)NC1=S	-7%	-2%	7%	0.1%	-10%	-0.7%	7%	1%	0.8%
CCNC(=O)/C(C#N)=C/c1c(N2CCN(C)CC2)nc2c(C)cccn2c1=O	-3%	-7%	11%	1.4%	-8%	.	14%	-4%	-0.6%
CN(C)CCCN(Cc1ccccc1)C(=S)Nc1ccc(OC(F)F)cc1	-6%	-1%	3%	4.5%	-1%	-1.5%	-3%	-4%	-0.1%
COc1ccccc1CNC(=O)Cn1cccc1	-2%	-1%	4%	1.0%	8%	-0.8%	22%	-1%	0.3%
CC(C(=O)N1c2ccccc2CCc2ccccc21)n1nnc(-c2ccc(N(C)C)cc2)n1 (stereo not drawn)	5%	2%	10%	9.3%	-6%	15%	22%	1%	-0.5%
COc1ccc(N/N=C(\C#N)C(=O)NCCc2ccc(OC)c(OC)c2)cc1	-5%	-14%	4%	1.0%	10%	.	9%	-8%	-1.3%
COc1ccccc1CNC(=O)C1CCN(c2nc3ccccc3o2)CC1	3%	-7%	0%	-0.4%	3%	0.0%	7%	3%	-0.3%
Cc1cc(Br)ccc1SCC(=O)Nc1cccnc1	2%	-14%	7%	1.7%	-12%	3.0%	-3%	6%	-0.6%
COc1ccccc1NC(=S)NNC(=O)c1nn(C)c(C)c1Cl	-4%	-3%	9%	1.8%	0%	0.0%	16%	-11%	0.0%
Cc1ccc(C)c(NC(=S)NCC(c2ccccc2)N(C)C)c1 (stereo not drawn)	-6%	-2%	4%	-2.9%	-2%	-2.2%	-3%	-5%	-0.2%
NC(=O)CCN(C1CCCCC1)S(=O)(=O)c1cccc2nsnc12	-11%	-5%	1%	1.9%	12%	.	2%	6%	-0.5%
Cc1ccc(NC2SC(=O)N(CC(=O)O)C2=O)cc1 (stereo not drawn)	6%	-2%	-2%	-0.7%	2%	-2.4%	7%	-1%	0.3%
COc1ccc(N=C2S/C(=C\c3cc(C)n(C)c3C)C(=O)N2C)cc1	-3%	-14%	15%	1.8%	-1%	0.3%	8%	10%	0.0%
COc1ccccc1NC(=O)C(C)OC(=O)CCCOc1ccccc1 (stereo not drawn)	.	-1%	-1%	-2.5%	.	.	3%	-10%	.
CC1CC(C)CN(S(=O)(=O)c2ccccc2[N+](=O)[O-])C1 (stereo not drawn)	-6%	2%	6%	1.2%	-1%	0.6%	24%	9%	-1.8%
Cc1ccc(SCC(=O)N2CCN(c3ccccn3)CC2)cc1	-1%	-3%	5%	0.9%	0%	.	16%	-8%	-0.1%
CCN(CC)C(=O)C1c2ccccc2Oc2ccccc21	-6%	6%	2%	1.8%	1%	.	0%	-114%	-0.1%	Dengue-2 NS5 capping pilot replicate=1.2
CC(OC(=O)Cc1ccc(Br)cc1)C(=O)NC1CCCCC1C (stereo not drawn)	-11%	-6%	4%	0.1%	4%	.	-11%	5%	0.1%
Cc1ccc(-n2c(-c3ccc(Cl)cc3)n[nH]c2=S)c(C)c1	1%	-2%	-4%	1.5%	-5%	.	8%	8%	0.2%
NC(Cc1ccc2nonc2c1)C(=O)O (stereo not drawn)	-7%	4%	14%	2.1%	10%	1.2%	5%	-5%	0.0%
O=C1C2C3C=CC(CC3)C2C(=O)N1c1ccccc1 (stereo not drawn)	-9%	-13%	13%	0.2%	-4%	.	18%	2%	0.0%	Dengue-2 NS5 capping pilot replicate=-6.4
CC1CCC(NC(=O)c2nn(C)c3c2CSc2ccccc2-3)CC1 (stereo not drawn)	1%	-5%	7%	.	5%	.	8%	-6%	-0.8%
CC(=O)c1ccc(NC(=O)CCc2c(C)nc3ncnn3c2C)cc1	-1%	-4%	12%	.	0%	-1.6%	14%	0%	0.0%
O=C1C2Sc3[nH]c(=O)sc3C(c3cc([N+](=O)[O-])ccc3O)C2C(=O)N1c1ccccc1 (stereo not drawn)	-4%	15%	15%	0.9%	8%	.	.	.	-0.3%
COc1ccc(/C(C)=N/Nc2nc(C)c(C(C)=O)s2)cc1	-2%	-7%	15%	1.9%	7%	.	13%	-7%	-1.7%	Dengue-2 NS5 capping pilot replicate=1.8
CCOC(=O)c1ccc(NC(=O)C2(c3ccc(OC)cc3)CCCC2)cc1	1%	-2%	10%	2.2%	-2%	-1.4%	7%	7%	0.7%
CN1CCOCCOCCN(C)C(=O)N2CCOCCOCCN(CCOCC2)C1=O	-2%	-5%	4%	2.6%	-10%	3.1%	10%	-6%	-0.1%
CCOC(=O)NCc1ccc(S(=O)(=O)Nc2ccccc2C)cc1	-6%	-3%	6%	4.2%	-24%	-1.1%	16%	0%	-0.4%
CC(=O)NC1C(=O)N(CCN2CCOCC2)c2ccc(Cl)cc21 (stereo not drawn)	-8%	-20%	8%	1.2%	2%	.	-1%	4%	-0.8%
COc1ccc(-c2[nH]ncc2N=Nc2cc(C)cc(C)c2)cc1	9%	0%	9%	-1.8%	15%	-0.4%	21%	2%	-0.3%
COC(=O)c1c(NC(=O)c2ccco2)sc(C(=O)N2CCCC2)c1C	-10%	-6%	3%	1.8%	8%	1.9%	1%	4%	1.3%
O=C(NCC(=O)N1CCN(S(=O)(=O)/C=C/c2ccccc2)CC1)c1ccc(Cl)cc1	-4%	0%	-7%	5.1%	0%	.	2%	-8%	-0.4%
O=C(C(Sc1ccccc1)c1ccccc1)N1CCOCC1 (stereo not drawn)	-8%	-1%	9%	0.4%	-13%	-1.3%	1%	-2%	-0.2%
COc1ccc(-c2csc(NC(C)c3nc4cc(Cl)c(Cl)cc4n3CCOCCO)n2)cc1 (stereo not drawn)	.	-7%	0%	0.2%	.	.	26%	.	0.9%
Cc1ccc(C(=O)OCC(=O)N(C)c2ccccc2)cc1C	-8%	-6%	0%	2.0%	5%	.	7%	-1%	0.9%
CCOc1ccc2[nH]c3nc(SCC(=O)NC4CCCC4)nnc3c2c1	-12%	-8%	9%	2.3%	-20%	.	11%	1%	-0.2%

Assay outcomes from PubChem BioAssay.
